# Compound activity as filed in PubChem BioAssay.
# tolC growth inh: growth inhibitors of E. coli tolC mutant, primary screen, strain BW25113 ΔtolC::kan, 384-well; AID 573, 2007; OD615; actives 2.2% (n = 65,000); growth inhibition, % at 10 µM (by protocol);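 active = growth inhibition at or above a cutoff equal to the mean over every tested compound plus 3 SD, cut at about 60% in these data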;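 note: growth measured after 20 h incubation at 37 °C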
#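 Test system: tolC-deleted E. coli BW25113 | Medium: LB with kanamycin 50 µg/mL | Compound dosing: Single concentration, 10 µM final per compound | Schedule: 37 °C, 20 h exposure | Measured by: OD at 615 nm | Evaluation: Percent growth inhibition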
# RORA act: activators of orphan receptor RORA, primary screen, cell-based, luminescence; Nuclear receptor ROR-alpha (Homo sapiens), P35398; CHO-K1 Gal4-RORA LBD luciferase reporter; percent increase over mock-subtracted basal signal; AID 560, 2006; actives 1.5% (n = 65,000); activation, % at 10 µM;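 active = activation above the mean of all tested compounds plus 3 SD, cut at about 49% in these data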;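 note: 0% = DMSO-treated RORA cells and 100% = added signal equal to DMSO minus mock-transfected cells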
# Target sequence (P35398 whole entry, looked up, the tested form may be a part): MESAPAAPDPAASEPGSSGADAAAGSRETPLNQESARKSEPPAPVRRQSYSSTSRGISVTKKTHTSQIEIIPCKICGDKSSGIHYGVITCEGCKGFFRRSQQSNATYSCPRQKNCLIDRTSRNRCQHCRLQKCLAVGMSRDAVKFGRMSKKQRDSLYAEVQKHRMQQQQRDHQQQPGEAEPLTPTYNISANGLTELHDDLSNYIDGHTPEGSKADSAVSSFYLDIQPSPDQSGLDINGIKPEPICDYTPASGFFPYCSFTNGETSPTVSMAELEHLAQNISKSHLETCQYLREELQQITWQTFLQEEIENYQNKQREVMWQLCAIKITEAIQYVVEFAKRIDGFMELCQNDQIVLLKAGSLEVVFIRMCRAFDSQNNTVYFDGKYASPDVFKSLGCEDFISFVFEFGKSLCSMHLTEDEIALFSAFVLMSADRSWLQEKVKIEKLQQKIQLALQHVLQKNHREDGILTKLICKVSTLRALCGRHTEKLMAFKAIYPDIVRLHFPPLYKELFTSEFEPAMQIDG
# HTR1A agonist: human 5-HT1a receptor agonists, primary screen, cell-based, CHO, Ga15 NFAT-bla reporter. 5-hydroxytryptamine receptor 1A (Homo sapiens), P08908. CHO 5-HT1a Ga15 NFAT-bla reporter, FRET ratio; 0% basal, 100% maximal reference agonist. activation, % at 10 µM. actives 0.56% (n = 65,000);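 active = activation above the screen-wide mean activation plus 3 SD, cut at about 19% in these data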;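 note: 0% = DMSO wells and 100% = 5-CT at EC100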
# NADH enzymes: inhibitors of PK/LDH coupling enzymes, profiling panel, artefact control, biochemical, MLSMR library; coupled PK/LDH NADH assays, four targets; IC50, µM (series often up to 10 µM), without a hit: top-dose inhibition; actives 0.02% (n = 65,000);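 active = single-dose screening hits from any of four coupled enzyme assays that gave an IC50 when retested across doses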;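 note: the DPM-DC format reads NADH fluorescence rather than 340 nm absorbance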
# 5-HT1A blocker: human 5-HT1a receptor antagonists, primary screen, cell-based, CHO, Ga15 NFAT-bla reporter; 5-hydroxytryptamine receptor 1A (Homo sapiens), P08908; CHO 5-HT1a Ga15 NFAT-bla reporter, antagonist mode; inhibition, % at 10 µM; actives 0.68% (n = 62,000);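 active = inhibition above the mean of all tested compounds plus 3 SD, cut at about 43% in these data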;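 note: receptor stimulated by 5-CT agonist at 100 nM near EC80; beta-lactamase reporter measured by ratiometric fluorescence of a cleavable substrate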
# SF-1 act: activators of human SF-1, primary screen, cell-based, CHO-K1, Gal4-SF-1 LBD, luciferase luminescence; Steroidogenic factor 1 (Homo sapiens), Q13285; CHO-K1 Gal4-SF-1 LBD luciferase reporter; % increase over DMSO SF-1-specific signal; activation, % at 10 µM; actives 1.9% (n = 65,000); AID 522, 2006;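 active = activation above the mean activation of all tested compounds plus 3 SD, cut at about 50% in these data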
#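 Assay system – CHO-K1 cells with Gal4–hSF-1 LBD chimera plus Gal4-driven luciferase · Quantity – 4,000 cells per well · Times – compound added 1 h post-seeding, 20 h exposure at 37 °C, 5% CO2 · Measured by – luciferase light emission · Benchmarks – DMSO and mock-transfected background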
# HTR1E antagonist: 5-HT1E receptor antagonists, primary screen, cell-based, HTS. 5-hydroxytryptamine receptor 1E (Homo sapiens), P28566. inhibition, % at 6 µM. CHO 5-HT1E Ga15 NFAT-bla reporter, FRET, antagonist. actives 0.99% (n = 65,000);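 active = inhibition above a set limit, the mean inhibition across every tested compound plus 3 SD, cut at about 29% in these data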;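 note: signal is the 460 over 535 nm emission ratio of beta-lactamase substrate; 0% = agonist plus DMSO wells and 100% = wells without agonist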
# Target sequence (P28566 whole entry, looked up): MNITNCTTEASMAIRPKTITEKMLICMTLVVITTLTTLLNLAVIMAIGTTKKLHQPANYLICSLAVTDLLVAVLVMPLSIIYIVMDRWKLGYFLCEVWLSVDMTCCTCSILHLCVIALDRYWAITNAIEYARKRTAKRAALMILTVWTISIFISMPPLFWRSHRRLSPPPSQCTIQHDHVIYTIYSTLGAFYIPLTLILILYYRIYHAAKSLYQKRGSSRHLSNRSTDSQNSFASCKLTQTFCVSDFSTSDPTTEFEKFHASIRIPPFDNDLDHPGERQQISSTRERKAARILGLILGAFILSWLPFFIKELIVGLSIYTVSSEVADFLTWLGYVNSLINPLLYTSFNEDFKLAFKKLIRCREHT
# MMP-13 inhibitor: human MMP13 inhibitors, primary screen, biochemical, FRET peptide cleavage; Collagenase 3 (Homo sapiens), P45452; MMP-13 fTHP FRET cleavage, Mca fluorescence; inhibition, % at 4 µM; actives 0.07% (n = 65,000); AID 570, 2006;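 active = inhibition above the mean of compound-free control plate wells plus 3 SD, cut at about 14% in these data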;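 note: 0% = DMSO wells and 100% = wells with reference MMP-13 inhibitor after basal subtraction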
# HTR1E agonist: 5-HT1E receptor agonists, primary screen, cell-based, HTS; activation, % at 6 µM; CHO 5-HT1E Ga15 NFAT-bla reporter, FRET; 0% DMSO wells, 100% control agonist wells; actives 0.69% (n = 65,000);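 active = activation above a set limit, the screen-wide mean activation plus 3 SD, cut at about 8.5% in these data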;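 note: 100% = positive control agonist at 1 µM giving full maximal response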
# Starred values were filed as active, the others as inactive; x = no result given; [ ] = remark or other dose.
# Order of results: 5-HT1A blocker	HTR1E agonist	SF-1 act	RORA act	NADH enzymes	HTR1A agonist	tolC growth inh	MMP-13 inhibitor	HTR1E antagonist
O=C(NCC1CCCO1)C1CCC(N2C(=O)c3ccccc3C2=O)CC1 (centres undefined)
→ 10.5	0.1	9.8	-3.6	6.0%	-3.0	1.8	2.6	13.8
CCOC1(NC(=O)c2ccccc2)C(C)=CC(=O)C=C1C
→ 6.9	-0.7	-0.1	3.5	4.0%	-5.5	-17.2	-1.8	-12.9
CCCc1cc(=O)[nH]c(SCC(=O)N(C)C2CCS(=O)(=O)C2)n1 (centres undefined)
→ -4.3	-0.5	-2.0	-9.3	8.0%	-1.6	-9.2	2.4	1.5
CCOC(=O)CN1C(=O)COc2ccc(Cl)cc21
→ 6.2	2.2	13.9	-7.3	7.0%	-3.2	0.0	1.0	-1.9
COc1cccc(-n2c(COc3ccc(C)cc3)nnc2SCC(=O)O)c1
→ 3.0	0.9	-5.2	6.1	8.0%	-2.6	x	-0.5	-10.3
Cc1oc(-c2cccc(Cl)c2)nc1CN1CCC(C(=O)N2CCN(c3ccccc3F)CC2)CC1
→ -7.6	1.7	0.3	15.7	3.0%	1.2	45.5	-0.8	-20.3
CCC(C)NC(=O)Cn1cnc2sc(C)cc2c1=O (centres undefined)
→ 8.5	-0.7	-0.4	2.9	6.0%	-1.4	-34.9	4.4	-4.3
N#Cc1cc2ccc(N3CCOCC3)cc2cc1C#N
→ 28.0	-0.3	-5.3	3.0	3.0%[fluoresces]	-1.7	-9.6	-10.8	14.9
CC(C)Oc1cc2oc(=O)c3c(c2cc1Cl)CCC3
→ 5.2	-0.1	-8.2	-14.9	6.0%	-5.7	-4.4	-17.0	18.0
CCOCCCNc1nc2c(c(=O)[nH]c(=O)n2C)n1CCCc1ccccc1
→ -0.2	-0.9	1.4	18.0	10.0%	-0.4	-13.3	2.1	3.7
COc1nc(OC)nc(N2CCC(C(=O)Nc3cccc4c3CCCC4)CC2)n1
→ -0.2	0.3	1.6	12.6	2.0%	21.9*	26.6	2.5	1.2
CCOc1cc(C2C(C(=O)OC)=C(C)N=C3SC(C)C(=O)N32)ccc1OC(C)=O (centres undefined)
→ 1.1	-1.3	15.7	-12.1	5.0%	3.2	-9.2	3.8	28.5
COc1nc(N)nc(CC(=O)C2CC2)n1
→ -5.4	-0.1	9.9	-13.5	4.0%	-2.5	-18.4	2.5	-1.5
CC(=O)N1CCc2cc(Br)cc(S(=O)(=O)N3CCCCCC3)c21
→ -11.3	-0.2	13.6	4.3	5.0%	-0.7	10.2	-4.3	8.1
COCCNC(=O)CN1CCN(C(c2ccccc2)c2ccccc2)CC1
→ 7.1	-0.6	-19.2	-7.0	5.0%	-3.4	-14.6	-5.3	-2.9
O=C(Nc1ccc(F)cc1)N(Cc1nnc2n1CCCCC2)c1ccccc1
→ 0.1	-0.5	0.6	-15.4	4.0%	0.7	-28.5	-10.1	-0.4
C=CCSc1nc2c(c(=N)n1CC=C)C1CCCC1S2 (centres undefined)
→ -3.6	-0.3	-4.6	-4.5	1.0%	3.7	95.5*	4.3	-5.2
CCCCCC1CCC(C(=O)O)CC1 (centres undefined)
→ 3.4	-0.7	-16.5	-0.2	3.0%	-0.5	38.2	-1.1	-7.4
CS(=O)(=O)N1CCC(NC(=O)Cc2ccccc2)CC1
→ -16.1	0.2	3.9	-8.6	4.0%	-2.3	-25.6	-2.3	-2.1
CCOC(=O)CN1C(=O)C(O)(CC(=O)c2cccc(OC)c2)c2ccccc21 (centres undefined)
→ 9.8	0.4	2.7	-2.8	4.0%	-4.3	-2.4	8.8	-3.9

# Other compounds:
# Order of results: 5-HT1A blocker	HTR1E agonist	SF-1 act	RORA act	NADH enzymes	HTR1A agonist	tolC growth inh	MMP-13 inhibitor	HTR1E antagonist
CC(C)COc1nc2ccccc2nc1C(C#N)C(=O)NC1CCCCC1 (centres undefined)
→ x	0.3	-10.4	-17.0	2.0%	3.4	3.6	-3.0	-14.0
COc1ccc(C2=NOC(C(=O)Nc3c(C)n(C)n(-c4ccccc4)c3=O)C2)cc1OC (centres undefined)
→ -1.6	-1.1	-16.9	-0.8	5.0%	-4.4	-16.1	1.1	8.0
CCOC(=O)C1CCN(C(=O)CN(c2cccc(OC)c2)S(=O)(=O)c2ccccc2)CC1
→ 8.1	-0.2	0.9	0.8	8.0%	-1.6	13.7	11.4	14.7
CCc1cccc(Nc2cc(C)nc3nc(C)nn23)c1
→ -2.9	1.4	1.1	-1.1	6.0%	1.7	-2.2	3.1	8.8
Cc1cc(-c2nsc(=O)o2)c(S(C)(=O)=O)s1
→ 1.6	-0.9	-15.4	18.3	5.0%	-2.9	-17.1	6.9	3.5
CCOC(=O)C1CCCN(C(=O)c2sc3nc(-c4ccc(F)cc4)cn3c2C)C1 (centres undefined)
→ -13.3	0.4	-6.0	-1.0	3.0%	-0.6	24.7	1.4	3.5
CCC(C)NC(=O)C1CCC(=O)N(c2ccc3c(c2)OCO3)C1c1ccc(OC)cc1 (centres undefined)
→ 8.1	-0.4	3.3	-5.4	2.0%	-0.4	-9.9	3.8	12.3
O=C1c2ccccc2CC1Sc1nnc(-c2ccccn2)o1 (centres undefined)
→ 6.9	0.4	30.2	33.0	6.0%	0.6	9.8	-3.6	-3.2
COCCNC(=O)C1CCN(S(=O)(=O)N2CCC3(CC2)OCCO3)CC1
→ 7.5	-0.2	-4.9	-8.0	8.0%	1.0	-17.5	-3.6	-0.2
CC1=C(C(=O)OCc2ccccc2)C(c2ccoc2)C(C#N)=C(N)O1 (centres undefined)
→ 11.7	-1.6	-12.0	-16.2	2.0%	0.2	0.2	5.0	-4.3
Cn1c(SCC(=O)NCc2ccco2)nnc1-c1ccc(S(=O)(=O)N2CCOCC2)cc1
→ 9.4	-0.3	2.6	2.5	3.0%	-0.7	21.4	1.8	5.7
CNC(=O)C1CCC(=O)N1Cc1ccc(C)cc1 (centres undefined)
→ -0.5	-1.4	11.1	-16.8	9.0%	-1.2	-11.1	1.6	4.7
COc1ccc(CCNC(=O)CCCn2c(SCC#N)nc3ccccc3c2=O)cc1OC
→ -11.4	0.1	-12.5	16.1	6.0%	1.3	-5.3	-3.1	-4.5
Cc1ccc(-c2nnc(SCC(=O)N3CCN(c4ccccc4)CC3)o2)cc1
→ 1.5	0.7	-0.4	5.4	6.0%	0.5	-25.2	1.8	-8.8
CCOc1ncccc1C(=O)Nc1ccc2c(C)cc(=O)oc2c1
→ 3.6	0.6	6.0	-14.7	8.0%	-0.1	-8.8	2.6	5.3
O=C(NCc1ccco1)c1cc2nc(-c3ccc4c(c3)OCO4)cc(C(F)(F)F)n2n1
→ -1.9	2.0	3.6	-2.1	13.0%[fluoresces]	2.5	-9.8	-7.5	11.9
COc1ccc(Nc2nc(Nc3ccc(OC)cc3)nc(-n3[nH]c(=O)c(C)c3C)n2)cc1
→ x	14.8*	3.3	-37.2	1.0%	34.5*	9.5	-3.9	-34.1
O=C(CSc1ncnc2ccccc12)Nc1ccc2c(c1)OCO2
→ 17.1	-0.6	5.5	-14.8	3.0%	-0.8	1.8	3.2	17.1
Clc1cccc(Cl)c1-c1nnc2ccc(N3CCOCC3)nn12
→ 12.1	0.8	-17.3	-0.4	9.0%	-0.1	-6.0	4.5	9.5
O=C(CSc1ccccc1)NCc1cccnc1
→ -14.5	0.3	3.3	-15.0	4.0%	1.4	-11.2	-0.3	-0.6

# Additional results follow.
# Order of results: 5-HT1A blocker	HTR1E agonist	SF-1 act	RORA act	NADH enzymes	HTR1A agonist	tolC growth inh	MMP-13 inhibitor	HTR1E antagonist
COc1cccc(NC(=O)CSc2nncn2-c2ccccn2)c1
→ 6.6	-1.5	10.6	7.9	3.0%	-2.9	-8.2	-0.8	-0.6
CC(=O)Nc1ccc(S(=O)(=O)NCc2ccc3c(c2)cc(C)n3C)cc1
→ -21.4	1.4	4.6	-8.7	5.0%	2.2	-11.2	-0.5	3.7
Cc1nc(C)c2c(=O)cc(-c3ccccc3)[nH]c2n1
→ -1.2	0.9	38.0	33.6	6.0%	-1.4	-9.1	-1.8	11.3
COc1ccc(S(=O)(=O)Nc2cccc(Cl)c2)cc1OC
→ 13.0	4.1	-1.2	-5.2	7.0%	-2.8	26.9	2.1	12.9
CC(C)OC(=O)c1ccc(NC(=O)C2C3CC4OC(=O)C2C4C3)cc1 (centres undefined)
→ 7.5	-0.1	56.4*	30.2	2.0%	-1.4	9.8	2.6	3.7
O=C(Nc1ccc(Cc2ccncc2)cc1)c1ccco1
→ -3.2	0.0	37.2	31.6	1.0%	-1.1	-3.9	0.5	2.3
C=C(Br)Cn1c(CC(C)C)nc2ccccc21
→ 10.3	0.0	-8.3	0.8	3.0%	-2.9	-3.4	-5.5	24.1
Cc1ccc(C(c2nnnn2CC2CCCO2)N2CCN(C(=O)c3ccco3)CC2)cc1 (centres undefined)
→ -13.2	-0.4	7.4	-9.4	15.0%	-3.8	2.2	3.8	-17.1
Cc1c(C(=O)O)oc2ccc(S(=O)(=O)NCc3ccc4c(c3)OCO4)cc12
→ 0.6	0.1	4.0	-18.8	4.0%	-2.9	-7.2	-1.5	0.9
O=C(CSc1nc2c(c(=O)n1-c1ccc(Cl)cc1)SCC2)NCc1ccco1
→ 10.3	0.2	-6.3	-0.3	6.0%	0.9	16.3	5.5	-4.1
COC(=O)CN1C(=O)C(O)(CC(=O)c2ccc(C)cc2)c2cc(Br)ccc21 (centres undefined)
→ 4.1	-0.7	1.0	29.3	2.0%	3.1	0.1	0.2	6.3
O=C(CSc1nnc(-c2ccco2)n1Cc1ccccc1)NC(=O)NCc1ccccc1
→ 7.5	0.5	17.5	13.2	8.0%	2.1	1.9	-0.1	-12.8
Cc1ccccc1N1CCN(c2ncnc3c2cnn3Cc2ccc(Cl)cc2)CC1
→ 27.4	0.3	-8.5	-17.0	2.0%	14.9	24.3	-0.4	2.6
COc1ccccc1C(=O)N1CCC(C(=O)c2ccc(F)cc2)CC1
→ 8.7	0.2	10.2	-19.0	5.0%	0.1	3.8	0.4	9.5
CCOC(=O)N1CCN(C(=O)CSc2nnc(-c3cc(OC)ccc3OC)o2)CC1
→ -6.7	0.4	-17.1	9.2	4.0%	-1.2	-0.8	-0.7	12.5
Cc1nc(SCC(=O)Nc2c(C)n(C)n(-c3ccccc3)c2=O)n[nH]1
→ -10.6	0.2	-3.0	-4.8	5.0%	-0.4	-22.7	1.1	-4.8
O=C(Cn1c(=O)sc2ccccc21)Nc1ccc(S(=O)(=O)N2CCCC2)cc1
→ -12.4	1.4	4.5	4.6	5.0%	2.1	8.1	7.0	-10.6
